High-throughput results from PubChem BioAssay.
M1 PAM: potentiates human M1 receptor response to acetylcholine | P11229 | CHO-K1 hM1, Fluo-8 calcium fluorescence, ACh EC20; 0% = ACh EC20, 100% = maximal ACh | activation, % at 3 µM | actives 0.088% (n = 360,000) | AID 588819; in the data active means activation above about 19%, passing the limit was not always enough
TAAR1 agonist: human TAAR1 agonism | actives 0.99% (n = 360,000) | AID 624467 | CHO RD-HGA16 TAAR1, Fluo-8 calcium fluorescence; vehicle wells 0%, saturating PEA agonist 100% | activation, % at 3 µM;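 active means activation above the mean activation of all test compounds in the run plus 3 SD, cut at about 38% in these data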
Target sequence (Q96RJ0 whole entry, looked up): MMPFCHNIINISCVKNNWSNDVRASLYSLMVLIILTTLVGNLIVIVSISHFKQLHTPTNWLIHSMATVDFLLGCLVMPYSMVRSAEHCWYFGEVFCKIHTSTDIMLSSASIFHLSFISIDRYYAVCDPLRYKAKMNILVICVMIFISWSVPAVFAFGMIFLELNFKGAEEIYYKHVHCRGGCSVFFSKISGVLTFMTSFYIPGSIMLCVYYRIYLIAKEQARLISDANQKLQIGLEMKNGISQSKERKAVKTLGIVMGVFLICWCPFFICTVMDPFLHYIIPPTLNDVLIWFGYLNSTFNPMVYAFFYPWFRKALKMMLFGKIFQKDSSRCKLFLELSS
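Test system: RD-HGA16 (CHO) cells co-expressing Gα16 and hTAAR1; dosing: one-point dosing at 3 µM (nominal); timing: 17-24 h seeding, 75 min 37 °C dye, 30 min RT; signal: kinetic Fluo-8 calcium fluorescence; read-out basis: % activation relative to PEA EC100 response; controls: DMSO and PEA EC100; replicates: n 1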
TAAR1 antag: antagonists of human TAAR1 | AID 624466 | Q96RJ0 | inhibition, % at 3 µM | CHO RD-HGA16 TAAR1, Fluo-8 calcium fluorescence, antagonist | actives 1.5% (n = 360,000);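 active means inhibition above a per-plate cutoff, the mean inhibition of test compounds on that plate plus 3 SD, cut at about 49% in these data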;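 further: 0% = DMSO plus EC80 beta-PEA response and 100% = DMSO alone without agonist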
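Test system – hTAAR1-expressing CHO RD-HGA16 cells, Gα16-coupled · Reagent – β-PEA at EC80 concentration, post-compound challenge · Compound dosing – 3 µM, single point · Timing – 140 s kinetic read after compound, 140 s after agonist · Detection – Fluo-8 intracellular calcium dye fluorescence, real-time kinetic reads · Control set – DMSO and EC80 PEA controls · Repeats – n of 1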
V1aR counter: V1a receptor agonism, counter-screen for OXTR agonists. activation, % at 3 µM. actives 0.25% (n = 320,000). P37288. AID 2797. CHO-V1R cells, Fluo-8 calcium fluorescence, agonist mode; 0% DMSO, 100% 3 nM vasopressin;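 active means activation above the mean activation of all tested compounds plus 3 SD, per screening run, cut at about 20% in these data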;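 further: signal is peak over basal fluorescence ratio across a 100 second FLIPR read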
CHRM1 agonist: activates human CHRM1 receptor; AID 588814; activation, % at 3 µM; actives 0.33% (n = 360,000); P11229; CHO-K1 hM1, Fluo-8 calcium fluorescence, agonist mode; 0% DMSO, 100% acetylcholine EC100;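 active means activation above the run's mean compound activation plus 3 SD, cut at about 16% in these data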;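 further: peak over basal fluorescence ratio within a 140 s kinetic read after compound addition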
CHRM1 antagonist: antagonists of human M1 muscarinic receptor. P11229. CHO-K1 hM1, Fluo-8 calcium fluorescence, ACh EC80 antagonist. inhibition, % at 3 µM. actives 1.3% (n = 360,000). AID 588852;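 active means percent inhibition above its own plate's cutoff, namely the mean of that plate's compound wells plus 3 SD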;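 further: peak over basal fluorescence ratio during 140 s after agonist addition; 0% = ACh EC80 plus DMSO and 100% = DMSO alone without agonist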
OXTR agonist: human OXTR agonism; P30559; activation, % at 3 µM; CHO-OTR cells, Fluo-8 calcium fluorescence; normalized: DMSO 0%, oxytocin 100%; actives 0.32% (n = 320,000);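 active means activation above the mean of all tested compounds plus 3 SD, cutoff set per screening run, cut at about 20% in these data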;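 further: peak over basal fluorescence ratio from a 100 s FLIPR kinetic read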
Target sequence (P30559 whole entry, looked up): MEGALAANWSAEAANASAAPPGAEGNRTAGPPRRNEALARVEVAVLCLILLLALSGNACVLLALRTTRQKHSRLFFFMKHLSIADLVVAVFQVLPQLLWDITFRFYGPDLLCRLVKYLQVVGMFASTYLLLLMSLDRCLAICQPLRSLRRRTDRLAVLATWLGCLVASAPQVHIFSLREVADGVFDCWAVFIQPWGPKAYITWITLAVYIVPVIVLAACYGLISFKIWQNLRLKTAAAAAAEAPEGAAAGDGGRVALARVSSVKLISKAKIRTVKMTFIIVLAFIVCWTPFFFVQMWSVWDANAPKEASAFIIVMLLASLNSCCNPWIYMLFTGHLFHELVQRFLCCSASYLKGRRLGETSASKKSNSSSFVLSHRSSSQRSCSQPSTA
CHO parental Ca: counter-screen: ATP calcium response change in parental CHO cells. parental CHO-K1, ATP-induced calcium, Fluo-8 fluorescence. inhibition, % at 5.6 µM. actives 0.63% (n = 330,000). AID 463079;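 active means inhibition above that plate's mean sample inhibition plus 3 SD, cut at about 26% in these data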;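 further: 0% = ATP-challenged DMSO wells and 100% = DMSO wells without ATP; some compounds past the cut are filed as inactive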
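Assay system: parental CHO cells; Read-out basis: percent inhibition of ATP-evoked calcium rise, normalized to controls; Benchmarks: ATP and no-ATP DMSO wells; Compound dosing: single nominal dose of 5.6 µM per compound; Signal: Fluo-8 calcium dye fluorescence; Also added: ATP as calcium-mobilizing challenge; Repeats: singlicate.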
OXTR potentiator: potentiates the human oxytocin receptor response; P30559; CHO-OTR cells, Fluo-8 calcium fluorescence, potentiator mode; 0% = oxytocin EC15, 100% = EC100; activation, % at 3 µM; actives 0.061% (n = 320,000); AID 2445;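 active means activation above that plate's cutoff, the mean activation of tested compounds plus 3 SD, cut at about 6.6% in these data, passing the limit was not always enough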;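 further: 100% uses oxytocin at 75 nM as the full agonist control; some results filed as inactive read as strong as hits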
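test system = CHO-OTR cells, human receptor | compound = single-point 3.0 µM | schedule = 6 min compound pre-incubation at room temperature, 100 s kinetic read | signal = Fluo-8 no-wash calcium dye fluorescence, excitation 470-495 nm, emission 515-575 nm | repeats = single well per compound, singlicate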
An asterisk follows results filed as active; x = not tested or not shown. Compounds as they come. About 3.7% of those tested had a hit in this group.

canonical_smiles | M1 PAM | TAAR1 agonist | TAAR1 antag | V1aR counter | CHRM1 agonist | CHRM1 antagonist | OXTR agonist | CHO parental Ca | OXTR potentiator
COc1ccc(C(=O)Nc2ccc(N3CCN(C(=O)c4ccccc4C)CC3)cc2)cc1 | 6 | 10 | 65* | 9.9 | 4 | -10 | 5.8 | -7 | -13
CCc1ccc(CN(C)C(=O)C2CCC(=O)N(CC3CCCCC3)C2)cc1 (configuration not stated) | 14 | 0 | -14 | 2.6 | -1 | -19 | -0.7 | -25 | 0
COc1ccc(/C=C/C(=O)O/N=C(\N)c2ccccn2)cc1OC | 10 | 12 | 13 | 0.2 | -1 | -11 | 0.2 | -8 | -3
C=CCN1C(=O)N(c2ccc(Cl)cc2)C(=O)C1CC(=O)Nc1ccc(F)cc1 (configuration not stated) | 4 | 6 | -19 | 1.9 | -4 | 6 | 1.5 | -9 | 1
CN(O)C(=O)Nc1ccc([N+](=O)[O-])cc1 | 8 | 10 | -1 | 0.7 | -1 | -8 | 1.6 | 4 | 2
Oc1ccc2ccccc2c1CN1CCCC1 | 5 | 5 | -8 | -0.3 | -1 | -2 | 2.0 | -11 | -14
COc1cc2c(cc1OC)C(CSc1ccccc1C(=O)O)=NC(C)(C)C2 | 1 | 4 | -12 | 0.0 | -9 | -5 | -2.2 | -2 | -6
CC1CCCCN1CCNC(=O)C1CCN(S(=O)(=O)c2cccc3nsnc23)CC1 (configuration not stated) | -17 | 2 | -39 | 0.1 | -5 | 33 | 0.1 | -17 | -8
Cc1cc(Cl)ccc1OCC(=O)NCC(=O)N/N=C/c1ccco1 | 7 | 0 | -2 | -0.5 | -6 | -7 | -1.4 | -5 | -5
O=C(Nc1ccc(NC(=S)NC(=O)C(c2ccccc2)c2ccccc2)cc1)c1ccccc1 | 0 | 7 | 23 | 0.4 | -1 | -12 | 0.4 | -3 | -12
Cc1cc(Cl)ccc1NC(=O)/N=C1/NC(=O)CS1 | 1 | 2 | -13 | x | -2 | 8 | x | x | x
CC(=O)c1sc(NC(=O)c2ccc(Br)o2)nc1C | 0 | 1 | -13 | 0.1 | 0 | -11 | -1.1 | -9 | -1

Reformatted: entries from further up.
Values in the order – M1 PAM	TAAR1 agonist	TAAR1 antag	V1aR counter	CHRM1 agonist	CHRM1 antagonist	OXTR agonist	CHO parental Ca	OXTR potentiator
Oc1ccc2ccccc2c1CN1CCCC1
    5	5	-8	-0.3	-1	-2	2.0	-11	-14
COc1cc2c(cc1OC)C(CSc1ccccc1C(=O)O)=NC(C)(C)C2
    1	4	-12	0.0	-9	-5	-2.2	-2	-6
CC1CCCCN1CCNC(=O)C1CCN(S(=O)(=O)c2cccc3nsnc23)CC1 (configuration not stated)
    -17	2	-39	0.1	-5	33	0.1	-17	-8
Cc1cc(Cl)ccc1OCC(=O)NCC(=O)N/N=C/c1ccco1
    7	0	-2	-0.5	-6	-7	-1.4	-5	-5

Other entries:
canonical_smiles | M1 PAM | TAAR1 agonist | TAAR1 antag | V1aR counter | CHRM1 agonist | CHRM1 antagonist | OXTR agonist | CHO parental Ca | OXTR potentiator
O=C(Nc1c(-c2ccccc2)nc2ccccn12)c1cccc(F)c1 | 3 | 0 | 8 | 0.2 | -2 | -7 | -0.9 | -13 | -6
Cc1nc2sc(C(N)=O)c(N)c2c(C)c1CC(=O)c1ccccc1 | 5 | 2 | 4 | -0.3 | -3 | 1 | -0.9 | -19 | -4
O=C(CCCN1C(=O)c2cccc3cccc(c23)C1=O)N1CCN(Cc2ccc3c(c2)OCO3)CC1 | -12 | 9 | 41 | 4.3 | 1 | 14 | 0.1 | -32 | -18
Cn1c(SCc2cccc(C#N)c2)nc2ccccc2c1=O | -2 | 3 | 21 | 5.5 | 0 | 3 | 5.0 | 3 | -17
CC(=O)c1ccc(S(=O)(=O)N2CCc3ccccc3C2)cc1 | 14 | -3 | 17 | 2.0 | -4 | -13 | -0.5 | -6 | -4
COc1cccc(-c2nc3ccc(O)cc3c(=O)o2)c1 | -2 | 6 | -3 | -0.2 | 0 | -2 | 0.5 | -1 | -7
CCOc1ccc(CCNC(=O)CCOc2cc(C)ccc2C)cc1OCC | -1 | 3 | -12 | -0.9 | -7 | 2 | -1.3 | -23 | 6
O=C(Nc1cccc2ccccc12)c1ccc2sc([C@@H]3O[C@H](CO)[C@@H](O)[C@H]3O)nc2c1 | -5 | 5 | -4 | x | -3 | 9 | x | x | x
O=C(Nc1ccccc1)OC1CCC2CC1CCC2OC(=O)Nc1ccccc1 (configuration not stated) | -3 | 3 | -11 | 2.2 | -3 | -13 | 1.7 | -39 | -1
C#CC[N+](CC)(CC)CC#Cc1ccccc1 | -4 | 5 | -16 | 0.0 | -8 | -1 | 0.7 | -5 | 1
Cc1[nH]c2ccccc2c1/C=N\NC(=O)c1ccccc1Cl | 14 | 6 | -4 | x | 2 | -15 | x | x | x
Cc1nnc(SCc2nc3ccccc3s2)n1-c1ccccc1 | 0 | 1 | -5 | 0.5 | -7 | -17 | -0.2 | -15 | -14
CCN(CC)S(=O)(=O)c1ccc(N=NC2=C(O)CC(C)(C)CC2=O)cc1 | 1 | 0 | 1 | 2.1 | -11 | -12 | 0.2 | -13 | -4
Cc1cc(C)c(NC(=O)CSc2ccc(-c3ccccn3)nn2)c(C)c1 | -4 | 2 | 2 | -1.0 | -1 | 15 | -0.1 | -12 | -11
CCCn1c(N)c(C(=O)CN(C)CC(=O)Nc2ccc(C)cc2)c(=O)[nH]c1=O | 9 | 2 | -6 | x | -2 | -8 | x | x | x
CC1=CC(C)(C)Nc2cc(C)c(C)cc21 | -3 | 12 | -17 | -0.3 | -5 | -8 | -0.1 | -9 | 0
COc1ccccc1Cc1c(-c2ccc(C)cc2)nc2ccc(Br)cn12 | 3 | 0 | -14 | x | -2 | -33 | x | x | x
Cc1ccc(Oc2ccc(Cl)cc2N)cc1 | 8 | 0 | 8 | -1.2 | -9 | -11 | -2.8 | -11 | 2
COc1cc(C(=O)NCC(c2ccco2)N(C)C)cc(OC)c1OC (configuration not stated) | 4 | 2 | 8 | 0.6 | -13 | 0 | -1.1 | -7 | -1
COc1ccc(OCC(=O)N/N=C/C(C)=C/c2ccco2)c(Br)c1 | -3 | -2 | -5 | 1.2 | -4 | 2 | -0.3 | -7 | -9
CCNC(=O)NNC(=O)C1CC(c2cccs2)=NO1 (configuration not stated) | -3 | 4 | -13 | 0.1 | -3 | 3 | 0.0 | -15 | -9
Cc1ccc(NC(=O)NCCCc2ccccc2)cc1 | 4 | 2 | -39 | 0.8 | -5 | -4 | -0.1 | -4 | 1
COc1ccc(C)cc1NC(=O)c1cnc2n(c1=O)CCS2 | 11 | 7 | 9 | 1.6 | -2 | -1 | 0.9 | -5 | -5
CC(Sc1nc2ccccc2c(=O)n1CCc1ccc(S(N)(=O)=O)cc1)C(=O)NC(N)=O (configuration not stated) | -1 | 5 | 47 | -0.1 | -3 | 1 | 0.2 | -1 | -5

(continued)
Compound | M1 PAM | TAAR1 agonist | TAAR1 antag | V1aR counter | CHRM1 agonist | CHRM1 antagonist | OXTR agonist | CHO parental Ca | OXTR potentiator
C=CCn1c(-c2ccccc2OCC)n[nH]c1=S | 6 | 1 | 11 | 0.2 | -7 | -6 | 0.8 | 8 | -1
COc1ccc(-c2nn(-c3ccccc3)cc2/C=C\C(=O)Nc2ccc(C(=O)O)cc2)cc1 | -7 | 1 | 27 | 1.1 | -6 | 7 | -0.8 | 16 | -15
CN(C)C(=O)N1CCCC(C(=O)NCc2cccs2)C1 (configuration not stated) | 8 | 3 | 10 | 0.0 | -3 | -13 | 0.1 | -6 | 1
O=S(=O)(NCC(c1ccco1)N1CCc2ccccc2C1)c1ccc(Br)cc1 (configuration not stated) | 5 | 2 | 19 | -0.7 | -1 | -5 | -1.3 | -31 | -22
O=C(COc1ncnc2ccccc12)NC(=O)NCc1ccccc1 | -2 | 4 | 11 | 0.3 | -3 | 1 | 0.4 | 2 | -2
O=C(c1ccc(Cn2cc(Br)cn2)o1)N1N=C(C(F)F)CC1(O)C(F)F (configuration not stated) | -3 | x | x | 2.1 | -6 | 1 | 1.1 | 3 | -5
O=C(N/N=C/c1ccc2c(c1)OCO2)c1cccc2ccccc12 | 8 | 1 | -16 | 1.6 | 2 | -5 | 1.9 | -13 | -7
CC(=O)c1ccc(OCC(=O)Nc2cccc(S(=O)(=O)N3CCCC3)c2)cc1 | -11 | 7 | 24 | 11 | -1 | 31* | 15 | 5 | -14
CC1=C(C(=O)Nc2ccccn2)C(c2ccc(F)cc2)n2ncnc2N1 (configuration not stated) | 12 | 0 | 0 | 0.2 | 4 | 0 | -0.2 | -11 | 1
CC(=O)c1cccc(NC(=O)/C(=C\c2ccco2)NC(=O)c2ccco2)c1 | 3 | 5 | -19 | 1.7 | -1 | -5 | 0.9 | 2 | -7
CC1(C)SC(=S)N(NC(=O)Nc2ccccc2)C1N(O)C(=O)Nc1ccccc1 (configuration not stated) | -2 | 6 | 7 | 0.2 | -5 | 12 | -1.6 | -10 | -18
Cc1ccc(Cl)cc1N1CCN(C(=O)C(=O)N2CCCCC2)CC1 | 4 | 6 | -1 | 1.8 | -4 | 2 | 1.3 | -18 | -10
O=C(Cn1c(=O)oc2ccccc21)Nc1ccccc1C(F)(F)F | 4 | -1 | -8 | 1.5 | -3 | -2 | 1.6 | 0 | -8
O=C(NCc1ccccc1Cl)C1CCN(C(=O)c2ccco2)CC1 | x | x | x | 0.0 | x | x | -0.1 | -13 | -8
CCc1cc(=O)oc2cc(C)cc(OCC(=O)NC(Cc3ccc(Cl)cc3)C(=O)O)c12 (configuration not stated) | 4 | 2 | -7 | -0.9 | -1 | -3 | -0.5 | -7 | 2
Cc1ccc(S(=O)(=O)N2CCOCC2)cc1C(=O)NCCN1C(=O)S/C(=C\c2ccccc2Cl)C1=O | -11 | 20 | 67* | 5.2 | 2 | 17 | 4.9 | -27 | -7
CCn1c(C)cc2c(c1=O)C(c1ccccc1)C(C(=O)OC)=C(N)O2 (configuration not stated) | 3 | 5 | -5 | 0.2 | -5 | 1 | 0.5 | -12 | -5
CCC(=O)Nc1cccc(NC(=O)c2ccc(Br)cc2)c1 | 14 | 3 | -11 | -0.7 | -6 | -14 | -2.4 | -17 | -1
CCOC(=O)c1oc2cc(C)cc(C)c2c1C | 5 | -2 | -35 | -0.6 | -2 | -5 | -1.4 | 5 | -1
COc1ccc(OC)c(CNS(=O)(=O)c2cc(-c3cc(C)no3)ccc2OC)c1 | 0 | 1 | 5 | -0.4 | -3 | -1 | -0.8 | -18 | -6
